All columns: NCI-60 one-dose screen, growth in % after 48 h at 10 µM unless noted; 100 = growth as untreated, 0 = no growth, -100 = all killed.
HCT-15 – HCT-15 colon cancer; 82,000 tested, 5.2% active
KM12 – KM12 colon cancer cells; 82,000 tested, 5% active
HT29 – HT29 colon cancer; 81,000 tested, 7.4% active
A498 – A498 renal cancer cells; AID 1794774; 76,000 tested, 5.4% active
SW-620 – SW-620 colon cancer. 82,000 tested, 5.2% active
HCC-2998 – HCC-2998 colon cancer; 79,000 tested, 4.7% active
SNB-75 – SNB-75 CNS cancer. 79,000 tested, 5% active
HCT-116 – HCT-116 colon cancer | 82,000 tested, 7.3% active
COLO 205 – COLO 205 colon cancer; 79,000 tested, 7.3% active; AID 1794742
Active calls of the source: *; · = not tested or not shown; & = joins results of further samples; [ ] = remark or other dose. Rule for the calls: active = growth percent below 10; inactive = the rest. Rows are unselected; 12% or so of the library scored in one or more.

Second line of a record: HCT-15, KM12, HT29, A498, SW-620, HCC-2998, SNB-75, HCT-116, COLO 205
- COC(=O)c1cc[n+]([O-])cc1
→ 110, 114, 108, 112, 101, 110, 111, 101, 114
- COc1cc(/C=C2\CN(C)CC3=C2Nc2nc(SC)[nH]c(=O)c2C3c2cc(OC)c(OC)c(OC)c2)cc(OC)c1OC (configuration not stated)
→ 37, 37, 15, 96, 12, 50, 28, -46*, 31
- CCOC(=O)C1=C(c2ccccc2)N=C2SC=C(c3ccc(Cl)cc3)N2C1c1ccc(Cl)cc1 (configuration not stated)
→ 78, 72, 83, 7.5*, 82, 86, 85, 63, 76
- COc1ccc(/C=C2\SC(=O)N(CCN(C(C)C)C(C)C)C2=O)cc1
→ 96, 99, 105, 105, 111, 110, 111, 96, 117
- COc1ccc(-c2cc(-c3ccccc3)nc(SCCCC(=O)O)n2)cc1
→ 90, 97, 103, 90, 101, 112, 106, 104, 108
- CC(C)C[C@H](NC(=O)Cn1ccc(Nc2ccccc2)cc1=O)B(O)O
→ 72, 36, 1.3*, -1.8*, 15, 9.4*, 80, -6.6*, 41
- O=[N+]([O-])c1ccc(N=NNc2ccccc2)cc1
→ 81, 77, 89, 88, 102, 94, 95, 94, 127
- O=c1cc(-c2ccccc2)oc2c1CCCC2
→ 83, 105, 92, 100, 105, 98, 97, 100, 113
- Cc1nn(-c2ccccc2)cc1/C=C(\C#N)C(=O)Nc1sc2c(c1C#N)CCC2
→ 100, 101, 105, ·, 103, 111, 121, 101, 103
- CCOc1ccc(/C=C\C(=O)O)cc1
→ 105, 106, 105, 101, 101, 109, 104, 119, 129
- C=CCSC1=N/C(=C\c2cn(-c3cccc(Cl)c3)nc2-c2ccc(OC)cc2)C(=O)N1c1ccc(OC)cc1
→ 86, 76, 87, 104, 92, 110, 77, 74, 104
- COc1cc(C2C(C#N)=C(N)N(c3ccc(F)cc3F)C3=C2C(=O)CC(C)(C)C3)cc(OC)c1OC (configuration not stated)
→ 102, 105, 114, 100, 103, 107, 89, 101, 109
- CCCCC(CC)CN1C(=O)c2ccccc2C1=O (configuration not stated)
→ 99&96, 103&93, 93&84, 102&81, 99&88, 99&85, 91&82, 97&79, 107&99
- CCOC(=O)c1c(-c2ccccc2)c(C#N)c2c(C#N)c(N)nn2c1N
→ 66, 80, 81, 49, 82, 95, 86, 85, 94
- Cc1c(C(=O)Nc2nc3ccccc3s2)cnn1-c1c(F)cccc1F
→ 50, 100, 93, 87, 108, 81, 88, 71, 101

Given with each value named: 4 of the compounds above.
CCOc1ccc(/C=C\C(=O)O)cc1
  HCT-15: 105	KM12: 106	HT29: 105	A498: 101	SW-620: 101	HCC-2998: 109	SNB-75: 104	HCT-116: 119	COLO 205: 129
C=CCSC1=N/C(=C\c2cn(-c3cccc(Cl)c3)nc2-c2ccc(OC)cc2)C(=O)N1c1ccc(OC)cc1
  HCT-15: 86	KM12: 76	HT29: 87	A498: 104	SW-620: 92	HCC-2998: 110	SNB-75: 77	HCT-116: 74	COLO 205: 104
COc1cc(C2C(C#N)=C(N)N(c3ccc(F)cc3F)C3=C2C(=O)CC(C)(C)C3)cc(OC)c1OC (configuration not stated)
  HCT-15: 102	KM12: 105	HT29: 114	A498: 100	SW-620: 103	HCC-2998: 107	SNB-75: 89	HCT-116: 101	COLO 205: 109
CCCCC(CC)CN1C(=O)c2ccccc2C1=O (configuration not stated)
  HCT-15: 99&96	KM12: 103&93	HT29: 93&84	A498: 102&81	SW-620: 99&88	HCC-2998: 99&85	SNB-75: 91&82	HCT-116: 97&79	COLO 205: 107&99

Next compounds follow:
Second line of a record: HCT-15, KM12, HT29, A498, SW-620, HCC-2998, SNB-75, HCT-116, COLO 205
- O=C(CCn1cc[n+](CC(=O)c2ccc(C(F)(F)F)cc2)c1)Nc1cccc2cccnc12
→ 96, 92, 96, 77, 95, 97, 78, 95, 94
- COc1ccc(/C(C#N)=C/c2cccc(OC)c2OC)cc1
→ 68, 57, 60, 87, 65, 78, 91, 90, 89
- Cc1cc(C)c(NC(=O)c2sc3nc4c(cc3c2N)C(=O)CC(C)(C)C4)c(C)c1
→ 97, 113, 96, 90, 106, 106, 106, 100, 117
- CCOCC(O)CN1CCN(c2ccccc2)CC1 (configuration not stated)
→ 108, 106, 104, ·, ·, 104, 108, 102, 112
- CCc1c(C)c2cc3nc(NCc4ccccc4)oc3c(C)c2oc1=O
→ 75, 84, 61, 49, 96, 80, 36, 57, 114
- CC(C)[C@@H]1COC(C(Cc2ccc(C(C)(C)C)cc2)(Cc2ccc(C(C)(C)C)cc2)C2=N[C@H](C(C)C)CO2)=N1
→ 104, 101, 104, 96, 98, 104, 95, 101, 106
- Cc1ccc(S(=O)(=O)N/N=C/c2ccc([N+](=O)[O-])cc2)cc1
→ 106, 96, 103, 78, 119, 104, 100, 110, 125
- NCCOc1ncccc1/C=C1\c2ccccc2-c2ccc([N+](=O)[O-])cc21
→ -26*, -51*, -6.9*, -89*, -50*, -82*, -81*, -75*, -51*
- COc1ccc2[nH]c(=O)cc(-n3nncc3COc3ccc(C=O)cc3)c2c1
→ 100, 94, 110, 126, 103, 111, 89, 100, 126
- C[N+]1(C)Cc2ccccc2C1
→ 106, 108, 92, 81, 100, 101, 108, 106, 120
- CN1C(=C2C(=O)OC(C)(C)OC2=O)CCC1C(=O)NCc1ccc(Cl)cc1Cl (configuration not stated)
→ 101, 98, 79, 59, 104, 97, 107, 88, 103
- Cn1c(=S)c2[nH]c(SC3CCCC3)nc2n(C)c1=O
→ 110, 108, 99, 77, 110, 116, 91, 119, 117
- CC(C)CC(=O)C(CCc1ccccn1)C(C)C (configuration not stated)
→ 101, 113, 98, 92, 104, 106, 111, 105, 130
- CN1CCN(Cc2ccc(C(=O)Nc3cccc(-c4cn(-c5ccc(S(N)(=O)=O)cc5)nn4)c3)cc2C(F)(F)F)CC1
→ 103, 85, 79, 65, 97, 115, 73, 89, 118
- OCCN1CCSC1=S
→ 103, 108, 101, 110, 107, 133, 106, 102, 101

Complete entries, looked up by structure. Screens in order: HCT-15, KM12, HT29, A498, SW-620, HCC-2998, SNB-75, HCT-116, COLO 205
COc1ccc2[nH]c(=O)cc(-n3nncc3COc3ccc(C=O)cc3)c2c1 is listed with 100, 94, 110, 126, 103, 111, 89, 100, 126
COc1ccc(/C(C#N)=C/c2cccc(OC)c2OC)cc1 is listed with 68, 57, 60, 87, 65, 78, 91, 90, 89

Later entries.
Second line of a record: HCT-15, KM12, HT29, A498, SW-620, HCC-2998, SNB-75, HCT-116, COLO 205
- C/C(=N\Nc1ccc(S(N)(=O)=O)cc1)c1cc2ccccc2oc1=O
→ 92, 92, 101, ·, 90, 105, 70, 97, ·
- CC(C)N(CCCC#N)C(C)C
→ 97, 105, 87, 79, 99, 106, 85, 99, 110
- O=C(c1ccc(Cc2n[nH]c(=O)c3cccnc23)cc1)N1CCOCC1
→ 102, 105, 102, 139, 107, 92, 92, 97, 108
- Cc1cc(C)n(-c2ccc([N+](=O)[O-])cc2[N+](=O)[O-])n1
→ 98, 108, 108, 78, 99, 96, 96, 101, 112
- C=COCCCCOC=C
→ 101, 128, 97, 149, 106, ·, 92, 96, 109
- CC(=O)N1N=C(c2ccc(Cl)cc2)CC1c1cccc(Nc2ccnc3cc(C(F)(F)F)ccc23)c1 (configuration not stated)
→ 69, 53, 57, 72, 91, 85, 72, 71, 64
- CC(C)C[C@H](NC(=O)[C@H](Cc1cccc2ccccc12)NS(=O)(=O)c1cccc2cccnc12)B(O)O
→ -66*, -74*, -57*, -36*, -16*, -89*, -52*, -91*, -36*
- Cc1ccc(-c2cc3c(SCC(=O)Nc4cc(C(F)(F)F)ccc4Cl)nccn3n2)cc1
→ 20, ·, -19*, 71, 18, 20, 95, 15, 27
- CCCCCCCCCCCCCCCCCCOC(=O)CCSCCC(=O)OCCCCCCCCCCCCCCCCCC
→ 96, 118, 101, 113, 100, 103, 74, 106, 108
- O=C1c2nccnc2C(=O)N1CCc1ccccn1
→ 104, 108, 104, 102, 107, 102, 88, 99, 107
- Cc1nn(-c2ccccc2)c2c1C(=O)[C@@]1(C=N2)CCCC1=O
→ 100, 106, 111, 112, 100, 102, 91, 101, 109
- N#Cc1c(Nc2ccc(Cl)cc2)nn2c(-c3ccc(Cl)cc3)c(-c3nc4ccccc4s3)c(N)nc12
→ 103, 100, 102, ·, 101, 122, 94, 100, 107
- CC1(C)CC(=O)C=C(Nc2ccc(O)cc2)C1
→ 106, 103, 106, 91, 110, 104, 90, 97, 104
- COc1ccc2c(c1)c(/C(O)=C1\COC(=O)C1=O)cn2Cc1ccc(F)cc1
→ 88, 109, 115, 92, 101, 108, 104, 104, 108
- Cc1cc(C)c2c(Cn3cc(CSc4nc5ccccc5o4)nn3)cc(=O)oc2c1
→ 107, 106, 112, 102, 102, 110, 97, 103, 122
- COc1ccc(/C=N/NC(=O)c2cnn(CC(O)Cc3ccccc3)c2-n2cccc2)cc1OC1CCCC1 (configuration not stated)
→ 77, 94, 87, ·, 106, 125, 87, 93, ·
- CCOC(=O)C1(C(=O)OCC)C2C=CC(C2)C1C (configuration not stated)
→ 111&100, 113&88, 104&117, 102&84, 113&102, 114&87, 77&101, 90&97, 125
- O=S(=O)(Nc1cc(Sc2cccc3cccnc23)c(O)c2ccccc12)c1ccc(F)cc1
→ -43*, 16, -41*, 70, -69*, 40, 64, -89*, -65*
- O=C1OC(c2ccccc2)(c2ccccc2)c2ccccc21
→ 91, 100, 96, 94, 96, 96, 90, 95, 93
- CC(=O)Oc1ccc(C(C)(C)C)cc1
→ 107, 107, 103, 96, 107, 88, 109, 91, 107
- COC(=O)c1cc(Br)ccc1O
→ 101, 126, 103, 101, 114, 110, 92, 108, 112
- O=C(O)c1cccc(Nc2ccc3nnc(-c4ccncc4)n3n2)c1
→ 105, 118, 103, 99, 106, 92, 98, 95, 103
- c1ccc2c([C@@H]3CCC[C@H](c4c[nH]c5ccccc45)c4c3[nH]c3ccccc43)c[nH]c2c1
→ 110, 102, 94, 137, 98, 113, 86, 79, 107
- COc1ccc(-c2c(C)nc(N)nc2-c2ccc(OC)cc2O)cc1
→ 103, 74, 98, 98, 107, 100, 86, 95, 104
- S=C1NCCO1
→ 97, 98, 103, 83, 92, 113, 85, 98, 108
- Cc1ccc2c(c1)C(=O)c1c-2c(OCCCN(C)C)nc2ccccc12
→ -18*, -46*, -33*, 33, -57*, -15*, 39, 21, -31*
- COc1cc(C(C)=O)cc(OC)c1OC
→ 99, 107, 101, 112, 107, 105, 97, 103, 122
- CC1(C)SC(N)=NC1=O
→ 103, 106, 123, 77, 99, 113, 102, 100, 112
- CO/C(=C1/NC(=O)C(Cc2ccc(O)c(Br)c2)N(C)C(=O)C(C)NC(=O)CCC/C=C(\C)CCC(C)OC1=O)c1ccccc1 (configuration not stated)
→ 3.4*, 27, 6.0*, -64*, 18, -37*, -94*, 8.2*, 7.2*
- COc1ccc(/C=N/Nc2nc(-c3no[n+]([O-])c3C)cs2)cc1
→ 96, 102, 97, 102, 98, 104, 85, 108, 122
- CC1(C)CC(=O)C2=C(C1)Nc1cc3c(cc1C2c1ccc2c(c1)OCO2)OCO3 (configuration not stated)
→ 101, 96, 99, 92, 99, ·, 67, 105, 104
- CSc1nc(N)nc2c1ncn2C1OC(CO)CC1O (configuration not stated)
→ 99, 105, ·, 130, 110, 104, 96, 99, 115
- C=C(C)[C@@H]1CC[C@]2(COC(=O)c3ccccc3C(=O)O)CC[C@]3(C)[C@H](CC[C@@H]4[C@@]5(C)CC[C@H](OC(=O)c6ccccc6C(=O)O)C(C)(C)[C@@H]5CC[C@]43C)[C@@H]12
→ 18[100 µM], 12[100 µM], 64[100 µM], -0.2*[100 µM], 42[100 µM], 4.4*[100 µM], -21*[100 µM], 21[100 µM], 99[100 µM]
- O=C(N=Nc1c(O)[nH]c2ccc([N+](=O)[O-])cc12)c1ccc2nc(-c3ccccc3)[nH]c2c1
→ 105, 100, 110, 122, 84, 27, 96, 11, 28
- Cc1cc(NS(=O)(=O)c2ccc(NC3Nc4nc5ccccc5nc4S3)cc2)no1 (configuration not stated)
→ 87, 102, 101, 95, 110, 107, 95, 99, ·
- CCOC(=O)c1c(C)nc2ccccc2c1/C=C/c1cccc(C)c1
→ 95, 99, 87, 108, 103, 99, ·, 82, 108
- C=C[C@]1(C)C[C@@H](OC(=O)CSC2CC3CCC(C2)N3C)[C@]2(C)C(C)CCC3(CCC(=O)C32)[C@@H](C)[C@@H]1O (some centres not stated)
→ 103, 107, 91, 91, 106, 107, 88, 103, 108
- Cc1cccc(NC(=S)Nc2ccc(NCc3nc4sc5c(c4c(=O)[nH]3)CCCC5)cc2)c1
→ 105, 98, 104, 103, 100, 110, 97, 101, 118

Assay outcomes as filed in PubChem.
